mHTT CaM bind – mutant huntingtin-calmodulin interaction inhibitors – biochemical, AlphaScreen, primary screen; AID 1671202, 2021; 190,000 tested, 3.6% active; inhibition, % at 15 µM; P42858; AlphaScreen His-mHTT/GST-CaM binding, luminescence;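 further: 0% = both proteins with DMSO and 100% = one protein alone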
Target sequence (P42858 whole entry, looked up, stated change not applied): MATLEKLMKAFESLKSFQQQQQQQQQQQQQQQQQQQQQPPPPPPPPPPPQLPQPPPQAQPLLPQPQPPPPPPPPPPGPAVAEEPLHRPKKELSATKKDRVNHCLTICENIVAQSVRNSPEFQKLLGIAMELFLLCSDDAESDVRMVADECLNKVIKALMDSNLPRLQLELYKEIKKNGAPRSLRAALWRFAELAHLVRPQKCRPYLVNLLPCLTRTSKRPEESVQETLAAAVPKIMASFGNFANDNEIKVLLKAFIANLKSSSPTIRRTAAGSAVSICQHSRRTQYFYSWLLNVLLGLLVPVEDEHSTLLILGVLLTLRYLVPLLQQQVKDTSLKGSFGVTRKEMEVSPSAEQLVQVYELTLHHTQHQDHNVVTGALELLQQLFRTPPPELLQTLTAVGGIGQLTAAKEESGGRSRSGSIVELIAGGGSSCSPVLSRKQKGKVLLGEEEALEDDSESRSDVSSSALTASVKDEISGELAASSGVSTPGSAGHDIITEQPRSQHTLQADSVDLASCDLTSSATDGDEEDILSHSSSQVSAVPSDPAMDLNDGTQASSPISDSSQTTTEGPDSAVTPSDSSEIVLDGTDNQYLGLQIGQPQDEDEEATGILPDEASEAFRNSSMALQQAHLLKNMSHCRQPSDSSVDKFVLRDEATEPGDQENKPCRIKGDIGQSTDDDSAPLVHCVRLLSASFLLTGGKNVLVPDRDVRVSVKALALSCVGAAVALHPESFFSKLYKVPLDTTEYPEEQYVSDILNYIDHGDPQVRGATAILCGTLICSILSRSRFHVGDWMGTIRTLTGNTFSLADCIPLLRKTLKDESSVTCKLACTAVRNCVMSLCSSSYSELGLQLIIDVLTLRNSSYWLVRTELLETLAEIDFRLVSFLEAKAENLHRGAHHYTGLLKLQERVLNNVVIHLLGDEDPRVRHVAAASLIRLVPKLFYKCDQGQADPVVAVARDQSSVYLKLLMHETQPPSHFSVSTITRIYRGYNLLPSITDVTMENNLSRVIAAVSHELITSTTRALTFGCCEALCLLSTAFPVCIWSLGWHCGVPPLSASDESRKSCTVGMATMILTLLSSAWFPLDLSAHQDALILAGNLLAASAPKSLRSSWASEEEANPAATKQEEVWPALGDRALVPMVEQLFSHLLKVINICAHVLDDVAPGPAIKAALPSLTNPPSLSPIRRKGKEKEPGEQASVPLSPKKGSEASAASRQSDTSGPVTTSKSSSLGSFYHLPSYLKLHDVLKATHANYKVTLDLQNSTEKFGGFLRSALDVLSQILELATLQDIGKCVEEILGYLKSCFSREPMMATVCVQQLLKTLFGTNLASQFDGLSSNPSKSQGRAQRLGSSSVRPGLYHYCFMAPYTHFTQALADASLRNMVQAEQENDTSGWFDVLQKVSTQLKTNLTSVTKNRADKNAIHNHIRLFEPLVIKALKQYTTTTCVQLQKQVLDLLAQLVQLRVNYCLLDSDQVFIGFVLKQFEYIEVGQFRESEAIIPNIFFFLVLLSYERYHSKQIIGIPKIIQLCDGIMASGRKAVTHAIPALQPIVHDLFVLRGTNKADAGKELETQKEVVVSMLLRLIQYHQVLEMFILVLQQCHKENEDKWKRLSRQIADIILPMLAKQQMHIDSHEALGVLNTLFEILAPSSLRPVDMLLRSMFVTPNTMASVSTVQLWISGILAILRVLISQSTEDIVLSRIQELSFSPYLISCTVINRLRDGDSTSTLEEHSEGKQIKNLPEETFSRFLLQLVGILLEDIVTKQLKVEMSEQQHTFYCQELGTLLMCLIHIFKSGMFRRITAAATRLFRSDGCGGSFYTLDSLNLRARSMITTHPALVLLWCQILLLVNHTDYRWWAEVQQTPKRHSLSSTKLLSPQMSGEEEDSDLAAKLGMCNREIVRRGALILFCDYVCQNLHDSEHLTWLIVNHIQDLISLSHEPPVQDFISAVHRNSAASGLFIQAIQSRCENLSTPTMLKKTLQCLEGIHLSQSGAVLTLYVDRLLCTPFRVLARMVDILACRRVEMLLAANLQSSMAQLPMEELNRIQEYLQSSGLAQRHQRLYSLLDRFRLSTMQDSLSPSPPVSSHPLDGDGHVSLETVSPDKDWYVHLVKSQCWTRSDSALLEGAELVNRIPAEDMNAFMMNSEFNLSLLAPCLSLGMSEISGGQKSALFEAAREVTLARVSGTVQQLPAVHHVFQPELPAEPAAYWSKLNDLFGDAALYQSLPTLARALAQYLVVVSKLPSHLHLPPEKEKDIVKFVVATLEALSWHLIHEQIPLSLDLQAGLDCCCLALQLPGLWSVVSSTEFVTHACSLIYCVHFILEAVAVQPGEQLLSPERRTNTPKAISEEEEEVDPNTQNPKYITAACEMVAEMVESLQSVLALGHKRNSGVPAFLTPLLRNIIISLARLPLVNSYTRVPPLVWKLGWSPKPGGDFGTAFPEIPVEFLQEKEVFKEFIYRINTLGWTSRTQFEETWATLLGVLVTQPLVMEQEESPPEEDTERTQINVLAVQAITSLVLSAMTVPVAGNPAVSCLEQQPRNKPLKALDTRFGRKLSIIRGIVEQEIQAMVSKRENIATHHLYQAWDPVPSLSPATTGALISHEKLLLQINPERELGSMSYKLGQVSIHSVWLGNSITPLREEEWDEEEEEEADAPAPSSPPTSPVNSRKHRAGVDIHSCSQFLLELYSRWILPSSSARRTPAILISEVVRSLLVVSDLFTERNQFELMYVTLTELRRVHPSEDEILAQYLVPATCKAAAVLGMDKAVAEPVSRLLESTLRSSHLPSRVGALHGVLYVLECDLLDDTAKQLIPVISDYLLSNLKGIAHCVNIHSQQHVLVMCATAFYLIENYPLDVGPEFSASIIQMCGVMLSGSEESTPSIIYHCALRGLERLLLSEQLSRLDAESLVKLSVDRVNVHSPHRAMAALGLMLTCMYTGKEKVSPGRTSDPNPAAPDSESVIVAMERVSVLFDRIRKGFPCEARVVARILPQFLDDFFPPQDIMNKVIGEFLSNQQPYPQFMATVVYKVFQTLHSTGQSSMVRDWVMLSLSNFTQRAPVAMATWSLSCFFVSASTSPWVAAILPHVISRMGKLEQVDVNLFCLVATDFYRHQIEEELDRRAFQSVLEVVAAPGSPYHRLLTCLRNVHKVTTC
Pf apPOL inh – Pf-apPOL inhibitors, biochemical, fluorescence. Plasmodium falciparum apicoplast DNA polymerase (apPOL). Recombinant Pf-apPOL, molecular beacon fluorescence, 1.5 h. inhibition, % at 10 µM. 210,000 tested, 0.25% active
* marks the source's active call; other numbers are inactive results; i = inactive; x = no result given; & = joins results of further samples. No stated cut-off is given here; in the data, active means inhibition above about 50%; inactive means the rest.

SMILES	mHTT CaM bind	Pf apPOL inh
O=C1c2ccccc2C(=O)C1C1(C2C(=O)c3ccccc3C2=O)C(=O)Nc2ccccc21	14.0	-6.7
Cc1ccc(NC(=O)C2CC(=O)N(Cc3ccccc3)C2)cc1 (stereo not drawn)	-4.8	-5.4
Cc1ccc(CNC(=O)c2cc3n(n2)CCCN(Cc2cccc(C)c2)C3=O)cc1	-1.0	-2.4
Cc1cc(Br)ccc1OCC(=O)Nc1ccccc1F	-26.4	0.0
CC(C)(C)C1CCc2c(sc3c2C(=O)NC(c2ccc4c(c2)OCO4)N3)C1 (stereo not drawn)	19.0	-0.3
COc1ccc(OC)c(COCC(O)CN2C(C)CCCC2C)c1 (stereo not drawn)	-6.2	-4.9
COc1cc(/C=C2\SC(=O)NC2=O)ccc1O	4.0	4.8
Cn1c(=O)c2c(nc(SCc3ccc(C(C)(C)C)cc3)n2C)n(C)c1=O	-2.4	-1.6
C=CCN(c1nc(C)c(Cl)c(OC)n1)S(=O)(=O)c1ccc(C)cc1	-11.0	3.6
CC(C)C(O)(CC#CCN1CCCC1)c1ccccc1 (stereo not drawn)	-4.0	9.6

In the list so far, these have a halogen.
SMILES	mHTT CaM bind	Pf apPOL inh
Cc1cc(Br)ccc1OCC(=O)Nc1ccccc1F	-26.4	0.0
C=CCN(c1nc(C)c(Cl)c(OC)n1)S(=O)(=O)c1ccc(C)cc1	-11.0	3.6

Returning to the listing; the six compounds before the break are reprinted first.
SMILES	mHTT CaM bind	Pf apPOL inh
CC(C)(C)C1CCc2c(sc3c2C(=O)NC(c2ccc4c(c2)OCO4)N3)C1 (stereo not drawn)	19.0	-0.3
COc1ccc(OC)c(COCC(O)CN2C(C)CCCC2C)c1 (stereo not drawn)	-6.2	-4.9
COc1cc(/C=C2\SC(=O)NC2=O)ccc1O	4.0	4.8
Cn1c(=O)c2c(nc(SCc3ccc(C(C)(C)C)cc3)n2C)n(C)c1=O	-2.4	-1.6
C=CCN(c1nc(C)c(Cl)c(OC)n1)S(=O)(=O)c1ccc(C)cc1	-11.0	3.6
CC(C)C(O)(CC#CCN1CCCC1)c1ccccc1 (stereo not drawn)	-4.0	9.6
O=[N+]([O-])c1cccc(C=Nc2ccc(S(=O)(=O)Nc3ccccn3)cc2)c1	3.0	-4.5
Cc1oc(-c2ccccc2)cc1-c1ccn[nH]1	x	-3.8
CC(=O)Nc1cccc(OC(NC(=O)/C=C/c2ccccc2)C(Cl)(Cl)Cl)c1 (stereo not drawn)	-4.0	-5.2
COc1ccc(NC(=O)c2cc([N+](=O)[O-])ccc2Cl)cc1OC	3.0	-0.5
CCOCc1nnc(NC(=O)C2CC(=O)N(CCc3c[nH]c4ccc(OC)cc34)C2)s1 (stereo not drawn)	10.6	2.6
CC(C)CC(C(=O)O)N1C(=O)c2cc(Cl)c(Cl)cc2C1=O (stereo not drawn)	2.0	-4.8
Cc1ccc(OCC(=O)Nc2cc([N+](=O)[O-])ccc2C)c(C)c1	2.2	-0.1
Cc1c([N+](=O)[O-])c2ccc(O)cc2n1-c1ccccc1	12.1	-9.5
O=S(=O)(Nc1cccc(-c2cn3ccccc3n2)c1)c1ccc(Cl)cc1	27.7	-9.6
CC(C)Cn1c(=O)c(N2CCN(C(=O)NCCc3ccccc3)CC2)nc2ccncc21	10.7	-4.3
Cc1ccc(-c2nc3ncccc3o2)cc1NC(=O)c1ccccc1	-6.1	-3.4
O=C1C2C3C=CC(C3)C2C(=O)C2C3C=CC(C3)C12 (stereo not drawn)	x	7.3
NC(N)=NC(N)=Nc1cc(-c2cccs2)[nH]n1	x	1.7
O=C(Nc1ccc(OCc2ccccc2)cc1)Oc1ccccc1N1CCCCC1	x	2.1&-7.7
COc1ccc(C(=O)Nc2cccc(F)c2)cc1Br	-10.4	-11.7
CCCN(CCC)C(=O)C[n+]1ccc(/C=N/O)cc1	i	-1.8
O=C(CCC1CCCN(C(=O)Nc2ccccc2)C1)N1CCCCCC1 (stereo not drawn)	-8.8	-1.1
CCCNC(=O)N1CCN(c2ccccc2C)C(=O)C1C (stereo not drawn)	-13.9	-2.4
CC1=NN(C(=O)CCc2ccccc2)C(O)(c2ccc(Br)cc2)C1 (stereo not drawn)	54.0*	0.6
COC(=O)[C@H](CC(C)C)N(CCc1cn(CC2CCCCC2)nn1)S(=O)(=O)c1ccc(F)cc1Br	16.2	-4.1
COc1ccc(NC(=O)CN(c2ccc(OC)cc2)S(C)(=O)=O)cc1	-4.0	-0.2
COc1ccc(S(=O)(=O)N2CCCC2C(=O)O)cc1OC (stereo not drawn)	-6.5	-0.2
O=C(c1cccc(Br)c1)N(Cc1ccccc1)Cc1ccccc1	-32.9	-7.1
COc1ccc(NC(=O)CCCc2ccccc2)cc1Cl	-24.9	4.7
CC(C)C1NC2(CCN(C(=O)c3ccccc3)CC2)N(Cc2cccnc2)C1=O (stereo not drawn)	-3.2	-4.3
COc1cccc(CNC(=O)NC2CCN(c3nccnc3OC)C2)c1 (stereo not drawn)	-4.8	-5.6
COc1ccc(C(=O)N/C(=C/c2ccc3c(c2)OCO3)C(=O)N2CCOCC2)cc1	0.0	-0.8
CCOC(=O)CC1(NC(=O)N2CCCC2c2ccc(OC)cc2)CCCCC1 (stereo not drawn)	-2.3	-3.8
CCSc1nc2ccccc2c(=O)n1Cc1ccccc1	-72.6&-23.0	-2.5&0.2
COc1ccc2c(c1)c(=O)c1ccccc1n2CC(=O)Nc1ccc2c(c1)OCCO2	32.0	-1.3
COc1cccc(CNC(=O)N2CCC(c3nc(C(=O)N4CCCC4)c(C)o3)CC2)c1	0.5	-5.4
O=C1C(=O)N(c2ccccn2)C(c2ccc(Cl)cc2)C1=C(O)c1ccccc1 (stereo not drawn)	1.1	9.2
Cc1cc(C)cc(NC(=O)N2CCCC2c2cccc(F)c2)c1 (stereo not drawn)	-8.3	-4.7
Cc1nc2c(C(=O)NCc3ccc(F)cc3)cnn2c(C)c1Cc1cccc(Br)c1	36.0	-10.8
COc1ccc(OC)c(NC(=O)c2ccc([N+](=O)[O-])cc2)c1	-4.9	5.4
O=C(CN1C(=O)c2ccccc2C1=O)Nc1ccccc1C(F)(F)F	-2.0	-2.3
C=CCc1c(C)nc(SCC(=O)Nc2ccc(Cl)cc2C)[nH]c1=O	1.5	1.6
CC(=O)COc1cc(C)cc2oc(=O)c(Cc3ccccc3)c(C)c12	-10.0	1.7
Cc1ccc(C(=O)Nc2nnc(C3CC(=O)N(c4ccccc4)C3)o2)cc1 (stereo not drawn)	-7.6	-1.1
CN(C)C(=O)CCc1ccnc(N2CCOCC2)c1	-5.2	-4.0
CCc1ccc(NC(=O)C2CCCN(C(=O)c3ccccc3Cl)C2)cc1 (stereo not drawn)	28.4	-7.3
CCc1nccn1Cc1noc(-c2cccs2)n1	-13.2	0.5
CC(C)c1ccc(C=C2Oc3c(ccc4c3CN(C3CCS(=O)(=O)C3)CO4)C2=O)cc1 (stereo not drawn)	13.2	-10.7
COc1cc(CN2CCN(c3cc(C)ccc3C)CC2)cc(OC)c1OC	10.2	-2.3
CCn1c(C2CCN(C(=O)CC3CCCCC3)C2)nc2cccnc21 (stereo not drawn)	2.6	-7.2
C=CCNCc1cccn1-c1ccccc1	-1.2	-3.6
O=S(=O)(c1ccccc1Br)N(Cc1ccccc1)CC(O)COCc1ccccc1 (stereo not drawn)	98.2*	1.2
Cc1cn2cc(-c3ccc(Cl)cc3)nc2s1	-1.7	-7.7
COc1ccc(S(=O)(=O)N2CCCCC2CC(=O)Nc2ccc3c(c2)OCCO3)cc1 (stereo not drawn)	0.8	-2.8
CCN1CCN(S(=O)(=O)c2cc(Br)c(Br)s2)CC1	-8.0	-3.1

A few values from the list:
mHTT CaM bind, CCc1nccn1Cc1noc(-c2cccs2)n1 reads -13.2
Pf apPOL inh, O=S(=O)(c1ccccc1Br)N(Cc1ccccc1)CC(O)COCc1ccccc1 (stereo not drawn) reads 1.2
mHTT CaM bind, COc1ccc(S(=O)(=O)N2CCCCC2CC(=O)Nc2ccc3c(c2)OCCO3)cc1 (stereo not drawn) reads 0.8
mHTT CaM bind, Cc1cn2cc(-c3ccc(Cl)cc3)nc2s1 reads -1.7

Continued.
SMILES	mHTT CaM bind	Pf apPOL inh
CC(=O)Nc1cc(-c2nc3cc(C)c(C)cc3o2)ccc1Cl	0.9	-0.4
O=S1(=O)CC(N2CCN(Cc3ccccc3F)CC2)CN1Cc1cn(Cc2ccc(C(F)(F)F)cc2)nn1 (stereo not drawn)	11.2	-12.5
CCN1CCCC1CNC(=O)c1nn(-c2ccc(OC)cc2OC)c(=O)c2ccccc12 (stereo not drawn)	-4.0	-4.9
CCCOc1ccc(N2C(=O)CC(Nc3ccc(OC)cc3)C2=O)cc1 (stereo not drawn)	1.5	-0.3
O=C(Cc1cccc(F)c1)N1CCCC(c2ccnc(-c3cccc(F)c3)n2)C1 (stereo not drawn)	6.8	-1.5
COc1ccccc1CC(=O)N1CCN(c2ccccc2)CC1	14.6	-4.7

High-throughput results: PubChem, University of Kansas High Throughput Screening Laboratory
